CDK5 p35 inh: CDK5/p35 (human) kinase inhibition | 330,000 compounds, 0.01% hits | inhibition, % at 10 µM | Recombinant CDK5/p35, ADP-Glo luminescence, 60 min | Q00535+Q15078;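 active = highest replicate inhibition of at least 50% and at least 75% of replicates reaching 50%; inconclusive = only one of the two criteria met; inactive = both criteria failed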;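 note: plate controls were DMSO neutral control for no effect and GW8510 at 10 µM for full effect; many of its hits are not listed in these tables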
dFosB activator: enhances mouse delta FosB homodimer DNA binding; purified delta FosB, TAMRA-CDK5 oligo fluorescence polarization; percent of positive-control signal above neutral wells; activation, % at 25 µM; 340,000 compounds, 0.99% hits; AID 493131;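 active = mean activation above about 17%, with every replicate also reaching it, limit read from the data, passing the limit was not always enough; inconclusive = only one of the two conditions met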;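 note: fluorescence polarization rise as delta FosB binds a TAMRA Cdk5 AP-1 oligo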
SR-BI HDL uptake: inhibitors of mouse SR-BI mediated HDL lipid uptake. inhibition, % at 12.5 µM. 320,000 compounds, 0.96% hits. ldlA[mSR-BI] CHO cells, DiI-HDL uptake fluorescence, 3 h. Q61009;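 active = mean replicate inhibition of at least 70% and a set share of replicates each scoring 70 or more; inconclusive = meets just one of the two criteria; inactive = fails both criteria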;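 note: 0% = median of neutral control wells and 100% = median of positive control wells; values of inactives mirror those of a sister screen read the other way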
Target sequence (Q61009 whole entry, looked up): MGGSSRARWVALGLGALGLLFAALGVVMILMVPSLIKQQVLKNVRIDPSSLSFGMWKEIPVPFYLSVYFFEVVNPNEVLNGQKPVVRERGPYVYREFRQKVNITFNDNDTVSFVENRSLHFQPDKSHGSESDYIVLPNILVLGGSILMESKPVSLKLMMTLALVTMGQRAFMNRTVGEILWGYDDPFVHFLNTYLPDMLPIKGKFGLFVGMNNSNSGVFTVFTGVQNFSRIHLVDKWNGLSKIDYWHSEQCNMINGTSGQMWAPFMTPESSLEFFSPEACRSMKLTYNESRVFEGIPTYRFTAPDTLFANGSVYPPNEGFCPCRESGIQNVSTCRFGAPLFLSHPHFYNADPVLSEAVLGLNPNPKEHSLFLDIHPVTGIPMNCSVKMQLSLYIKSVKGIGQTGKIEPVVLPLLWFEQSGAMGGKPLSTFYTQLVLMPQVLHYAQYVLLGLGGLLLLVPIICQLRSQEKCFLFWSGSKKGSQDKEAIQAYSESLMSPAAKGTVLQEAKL
MITF act: MITF TRPM1 promoter activation in melanoma cells | SK-MEL-5 TRPM1-promoter luciferase, 24 h; % of positive control, neutral wells = 0 | activation, % at 12.5 µM | 300,000 compounds, 0.75% hits | AID 588334;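 active = mean activation of at least 80% with every replicate also reaching 80%; inconclusive = mean reaches 80% but some replicate falls short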;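 note: 0% = neutral control wells and 100% = parthenolide positive control wells; values of inactives mirror those of a sister screen read the other way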
PvdQ acylase: P. aeruginosa PvdQ acylase inhibition; purified PvdQ acylase, fluorescence plate reader; inhibition, % at 10 µM; 340,000 compounds, 0.063% hits; AID 488965; in the data active = inhibition above about 30%, passing the limit was not always enough; inconclusive = no clear call, values can overlap the other calls;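 note: 0% = vehicle neutral wells and 100% = reference inhibitor wells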
V-ATPase pH: alters yeast V-ATPase proton transport | response, % at 10 µM | 350,000 compounds, 0.37% hits | S. cerevisiae, pHLuorin cytosolic pH fluorescence; in the data active = response mostly above about 7.3%, no sharp cut-off; inactive = mostly below about 5.4%; note: actives read high; inactives centre near 0; some compounds called inactive have numbers as strong as hits; reference of the scale not given here
Wnt bcat act: Wnt/beta-catenin pathway activation | Wnt/beta-catenin reporter cell assay, activator, plate reader | activation, % at 9.35 µM | 300,000 compounds, 1.2% hits | AID 743398; in the data active = activation above about 30%, passing the limit was not always enough; inconclusive = no clear call, values can overlap the other calls;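 note: 0% = neutral control wells and 100% = positive control wells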
HTR5A ag: activates human HTR5A in OPRM1-OPRD1 agonist counter-screen | P47898 | HTR5A agonist assay, luminescence, cell-based | activation, % at 9.3 µM | 340,000 compounds, 0.61% hits; in the data active = activation mostly above about 9.5%, no sharp cut-off; inactive = mostly below about 7.6%;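 note: 0% = cells with vehicle only and 100% = reference agonist; strong numbers were not always called active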
Target sequence (P47898 whole entry, looked up): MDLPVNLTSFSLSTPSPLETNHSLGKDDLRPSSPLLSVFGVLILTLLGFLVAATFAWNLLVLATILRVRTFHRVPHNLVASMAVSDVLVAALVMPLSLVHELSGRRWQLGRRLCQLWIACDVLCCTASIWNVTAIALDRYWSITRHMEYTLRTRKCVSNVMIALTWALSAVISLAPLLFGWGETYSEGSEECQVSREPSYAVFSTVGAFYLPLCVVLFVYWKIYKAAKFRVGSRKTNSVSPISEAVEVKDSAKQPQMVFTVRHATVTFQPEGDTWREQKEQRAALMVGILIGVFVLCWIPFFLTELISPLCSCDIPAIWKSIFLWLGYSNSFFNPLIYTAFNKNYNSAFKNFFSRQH
NSD2 inh: NSD2 (human) methyltransferase inhibition. O96028. NSD2 peptide methylation, AlphaScreen, 120 min. inhibition, % at 12.5 µM. 310,000 compounds, 0.54% hits; in the data active = inhibition above about 50%
HTR5A inv ag: counter-screen for OPRM1-OPRD1 inverse agonists: human HTR5A inverse agonism | P47898 | HTR5A cell line, luminescence | inhibition, % at 9.3 µM | 340,000 compounds, 0.083% hits | AID 504634; in the data active = inhibition mostly above about 23%, no sharp cut-off; inactive = mostly below about 18%;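 note: 0% = cells with DMSO and 100% = no-cell wells with DMSO; some compounds called inactive have numbers as strong as hits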
An asterisk follows results filed as active; ? = inconclusive; . = no result given.

SMILES | CDK5 p35 inh | dFosB activator | SR-BI HDL uptake | MITF act | PvdQ acylase | V-ATPase pH | Wnt bcat act | HTR5A ag | NSD2 inh | HTR5A inv ag
O=C(CN1CCCCC1)Nc1ccccc1Oc1ccccc1 | -0.2 | -8 | 9 | . | 6 | 1 | -2 | 2 | -1 | -21
COc1cccc(N2[C@@H](CC(=O)O)c3ccc(/C=C/C(=O)O)cc3S2(=O)=O)c1 | -1.7 | -5 | -8 | -6 | -14 | -2 | -1 | 9 | . | -24
C=CC[C@@H](Cc1ccc(F)cc1)C(=O)OC[C@H]1CCCN1C(=O)[C@H](CC=C)CC(=O)N(CCO)Cc1ccccc1 | -1.9 | -3 | 58 | 13 | -1 | 2 | 13 | -2 | . | 8
Cc1nc(C)n(C(C)CNS(=O)(=O)c2ccc(C)c(C)c2)n1 (centres undefined) | 0.1 | 2 | 0 | 10 | -16 | 2 | -5 | 0 | 1 | 1
CCCCOc1ncnc2c1[nH]c1ccccc12 | -1.7 | 5 | -3 | -2 | -2 | -2 | . | -6 | 1 | -5
CCSc1ccc([C@@H]2[C@H]3C(=O)N(C)C(=O)[C@H]3[C@]3(C(=O)OC)CCCCN23)cc1OC | 0.0 | 6 | 28 | -7 | 16 | -7 | 0 | 1 | . | 5
CNc1ccc(C(=O)OCC(=O)NC(=O)NC2CCCCC2)cc1[N+](=O)[O-] | -0.2 | 2 | -10 | 9 | -9 | 5 | 0 | 0 | 0 | -1
CC(C)Cc1cc(C(=O)Nc2cc(C(F)(F)F)ccc2Cl)no1 | -0.1 | 4 | 27 | . | -12 | 0 | -4 | 4 | 5 | 8
O=C(NC(Cc1ccc2c(c1)OCO2)C(=O)N1CCCC1C(=O)O)c1ccccc1 (centres undefined) | -0.8 | -1 | -20 | -2 | 6 | 5 | -4 | -1 | -1 | 2
CN(CC(=O)Nc1ccc(Cl)cc1)C(=O)c1ccc(-n2cncn2)c([N+](=O)[O-])c1 | -1.5 | -2 | 19 | 6 | -7 | -3 | -2 | -5 | 1 | 14
COc1ccc(CCN2CC(C(=O)Nc3nccs3)CC2=O)cc1OC (centres undefined) | 0.6 | -7 | -7 | 4 | -5 | -2 | -1 | 3 | -2 | -12
O=C(Nc1ccc(OC(F)(F)F)cc1)C1CC(=O)N(Cc2ccco2)C1 (centres undefined) | 0.0 | -6 | -13 | 10 | -14 | -6 | -1 | 2 | 1 | -9
Cc1ccccc1NC(=S)NCCc1ccccc1 | -0.9 | 4 | 25 | 10 | -13 | 0 | . | -3 | 0 | 9
COc1ccc(NC(=O)C(c2ccc(OC)cc2)N(C)C(=O)Cc2cccs2)cc1 (centres undefined) | -1.6 | -4 | 15 | 9 | 7 | -6 | . | -4 | -2 | 12
Cc1nn(C)c(C)c1S(=O)(=O)NCc1cccs1 | -3.3 | 5 | 13 | . | -23 | 1 | . | 5 | -4 | -17
COc1ccccc1NC(=O)Cc1ccc(-c2ccccc2)cc1 | 1.0 | -7 | . | 30 | -13 | 1 | 1 | 4 | 2 | -12
Cc1ccc(-c2nc(N)n(C(=O)c3cccs3)n2)cc1 | -0.8 | 2 | -28 | -16 | -20 | -3 | . | -1 | -4 | 2
O=C(OCC(=O)N(CCc1ccccc1)Cc1ccccc1)c1ccccc1O | -8.1 | -2 | 9 | -4 | -10 | 1 | -2 | -1 | -2 | -8
C#CCOCCOCCOCCNc1nc(N2CCN(C(=O)[C@H](CCCCN)n3cc(CN)nn3)CC2)nc(N2CCN(C(=O)[C@H](CC(N)=O)n3cc(C(N)[C@H](C)CC)nn3)CC2)n1 (some centres undefined) | -1.1 | -6 | -11 | -1 | -1 | 0 | -1 | -6 | . | 4
CCC(CO)NC(=O)c1cc2c(s1)CCC2 (centres undefined) | -0.9 | -4 | -15 | -7 | -2 | -2 | 3 | -1 | 0 | -17
O=C(c1cc2c(s1)CCCC2)N1CCN(S(=O)(=O)c2ccccc2)CC1 | 0.6 | -4 | 1 | 17 | 6 | -2 | -1 | 6 | 1 | -6
CC(OC(=O)c1cccs1)C(=O)NC1CC1 (centres undefined) | 1.5 | -2 | -15 | 1 | -13 | 6 | -1 | 0 | -2 | -19
C=CCNc1nc(Cl)nc(Nc2cc(Cl)ccc2OC)n1 | -0.3 | 2 | 27 | -7 | -10 | 2 | -3 | 1 | -2 | -4
COc1ccc(CN(C(=O)c2snc(C(N)=O)c2N)C(C(=O)NC2CCCC2)c2ccc(OC)c(OC)c2)cc1 (centres undefined) | 1.3 | -4 | -10 | 2 | -1 | -5 | -2 | 6 | . | -28
Nc1c(N(Cc2ccco2)C(=O)c2cccc(F)c2)c(=O)[nH]c(=O)n1Cc1ccccc1 | -0.1 | 7 | -6 | 1 | 4 | -1 | -4 | 9 | -4 | -22
O=C(NCC(O)c1ccc([N+](=O)[O-])cc1)C1CCCCC1 (centres undefined) | -0.7 | -2 | -3 | 4 | 7 | 1 | 0 | -1 | 2 | -4
Cc1ccc(CONC(=O)c2ccc(Cl)cc2)cc1 | -9.0 | -7 | 9 | 67 | -17 | -1 | 34* | -1 | -12 | -12
COc1ccc(/C(O)=C2/C(=O)C(=O)N(Cc3cccnc3)C2c2ccncc2)cc1F (centres undefined) | 0.9 | 2 | -26 | 2 | -13 | -1 | 0 | 3 | 5 | -3
COc1ccccc1NC(=O)CSC(N)=O | 0.7 | -2 | -46 | -9 | -69 | 2 | . | 2 | 1 | -6
Cc1ccc(-c2c(C#N)c(N)nc3c2CCCC3)s1 | -1.2 | -1 | 27 | -4 | 2 | 2 | -2 | 5 | -6 | -18

One compound at a time (already shown):
COc1ccc(CN(C(=O)c2snc(C(N)=O)c2N)C(C(=O)NC2CCCC2)c2ccc(OC)c(OC)c2)cc1 (centres undefined) is listed with CDK5 p35 inh: 1.3; dFosB activator: -4; SR-BI HDL uptake: -10; MITF act: 2; PvdQ acylase: -1; V-ATPase pH: -5; Wnt bcat act: -2; HTR5A ag: 6; NSD2 inh: .; HTR5A inv ag: -28
CC(C)Cc1cc(C(=O)Nc2cc(C(F)(F)F)ccc2Cl)no1 is listed with CDK5 p35 inh: -0.1; dFosB activator: 4; SR-BI HDL uptake: 27; MITF act: .; PvdQ acylase: -12; V-ATPase pH: 0; Wnt bcat act: -4; HTR5A ag: 4; NSD2 inh: 5; HTR5A inv ag: 8

Next structures
SMILES | CDK5 p35 inh | dFosB activator | SR-BI HDL uptake | MITF act | PvdQ acylase | V-ATPase pH | Wnt bcat act | HTR5A ag | NSD2 inh | HTR5A inv ag
CC(=O)NC1C(=O)N(CCN2CCOCC2)c2ccc(C)cc21 (centres undefined) | 0.3 | -19 | -21 | . | -11 | 1 | . | 1 | . | -3
CCN1/C(=C2/SC(=S)N(C)C2=O)C=Cc2cc(C)ccc21 | -0.7 | 6 | -14 | 19 | 4 | -7 | -2 | 13 | . | -10
O=S(=O)(NC1CC2CCC1C2)c1ccc2c(c1)OCCO2 (centres undefined) | 0.2 | -1 | 4 | . | 0 | -3 | . | 4 | -11 | -14
CC(C)(C)OC(=O)[C@H](CCCCN)NC(=O)c1nc[nH]c1C(=O)NCCCCCN | 0.8 | 5 | -20 | . | -9 | -1 | -2 | 11 | . | -32
Cc1cc(N)n(Cc2ccc(Cl)cc2)n1 | -5.9 | 6 | 16 | . | -4 | -1 | -3 | 5 | 0 | -4
Cc1occc1C(=O)N/N=C/c1cccs1 | 3.1 | 1 | -36 | 55 | 2 | 0 | 11 | 0 | -3 | 10
COc1ccc(CN(C)C(=O)CC(c2ccccc2)c2ccccc2)cc1 | -2.4 | -8 | . | -4 | 0 | 0 | -2 | -3 | -3 | 9
CC(C)C(NC(=O)c1cccc(S(=O)(=O)N2CCOCC2)c1)C(=O)NCc1ccc(Cl)cc1 (centres undefined) | -1.7 | -4 | 18 | . | -26 | 2 | -2 | 3 | -2 | -9
CC(=O)C1=C(O)C(=O)N(c2ccc(S(N)(=O)=O)cc2)C1c1ccccc1F (centres undefined) | -2.9 | 9 | -35 | 5 | -6 | -1 | . | 2 | -1 | 10
O=C(Cn1nnc(-c2cccc(C(F)(F)F)c2)n1)N1CCOCC1 | 0.3 | -7 | -35 | -9 | -1 | -5 | -3 | -2 | 0 | 13
NC(=O)CSc1nc2cc(S(=O)(=O)N3CCOCC3)ccc2o1 | 0.9 | 1 | -2 | -3 | -8 | 4 | 0 | 1 | -1 | -2
O=C(COC(=O)/C=C/c1ccc2c(c1)OCO2)NCc1ccccc1 | -3.3 | 6 | 20 | 0 | -9 | 1 | 0 | 3 | 0 | -6
COC(=O)c1ccccc1NC(=O)CN1CCCCCC1 | -0.7 | 6 | -11 | 4 | -2 | 0 | 2 | 1 | 0 | -2
CCOc1ccc2nc(NC(=O)Cn3cnc4c3c(=O)n(C)c(=O)n4C)sc2c1 | -1.5 | ? | -11 | 17 | -11 | 2 | . | . | -1 | .
O=C(Cn1ncc2c(=O)oc3ccccc3c21)NCCc1ccsc1 | 0.8 | -15 | -8 | 1 | -12 | -4 | -2 | 7 | . | -46
O=C(NC1CCCC1)C(c1ccsc1)N(Cc1ccco1)C(=O)Cc1cccs1 (centres undefined) | 1.0 | -1 | -24 | 5 | 6 | -2 | . | 2 | . | -7
c1ccc(COc2cccc(CNn3cnnc3)c2)cc1 | 2.2 | 4 | -19 | -6 | -12 | 1 | 0 | 8 | . | -10
COc1ccccc1Nc1nc(N)nc(-c2oc3ccccc3c2C)n1 | 0.5 | -6 | -2 | . | -16 | -1 | . | 12 | -1 | -33
Cc1ccc(-c2nc(CS(=O)(=O)CC(=O)NCCN3CCOCC3)c(C)o2)cc1 | 0.3 | -6 | 1 | -6 | -11 | 1 | -1 | 1 | 0 | -4
O=C(O)c1cccc(CSc2ncccn2)c1 | -0.1 | -1 | -3 | 9 | -2 | 3 | . | 7 | 13 | -7
C/C(=C1/SC(N2CCOCC2)=NC1=O)c1ccc(Br)cc1 | 0.7 | 0 | 16 | -17 | 4 | 6 | 0 | 6 | . | 3
Cc1nc(C(=O)N2CCCC(C(=O)c3ccc(Cl)cc3)C2)cs1 (centres undefined) | -0.8 | 4 | . | -15 | 10 | -2 | -1 | 6 | -5 | 5
O=C(NCc1cccnc1)c1cc2nc(-c3cccs3)cc(C(F)(F)Cl)n2n1 | -2.8 | -9 | 66 | -2 | -4 | 0 | -1 | -1 | . | 4
CCOc1cc(CNc2ncnc3nc[nH]c23)ccc1OC | 2.3 | -4 | -14 | 0 | 7 | 0 | -3 | 3 | . | -8
Cc1ccc(C(=O)N/N=C\c2ccc[nH]2)cn1 | 1.0 | -9 | -10 | 15 | -6 | -1 | 7 | 5 | -3 | -13
Cc1c(NC(=O)c2ccc(=O)oc2)c(=O)n(-c2ccccc2)n1C | -0.4 | 2 | 0 | -5 | 17 | 2 | . | -8 | 2 | -5
CC(NS(=O)(=O)c1cccc(Cl)c1)C(=O)N(C)C1CCN(C)CC1 (centres undefined) | -1.5 | 2 | -8 | 11 | -12 | -1 | 5 | -2 | 0 | 18
CC1=C(C(=O)c2ccccc2)C(c2ccc(O)cc2)NC(=S)N1 (centres undefined) | 1.6 | -5 | . | -11 | -10 | -2 | 1 | -1 | 3 | -10
O=C(NCc1ccccc1)c1ccc(N2CCC3(CC2)CC(c2ccccc2)=NO3)c([N+](=O)[O-])c1 | 0.6 | 2 | 34 | -3 | -10 | 1 | -6 | 1 | . | -24
O=c1cc(-c2ccco2)nc(-c2cccs2)o1 | 1.7 | -5 | -7 | -18 | 5 | 9.5* | . | 2 | 2 | -2

Compound activity as filed in PubChem BioAssay.
